KCNH2 3.1 block = blocks the human KCNH2 3.1 channel isoform | U2OS KCNH2 3.1, thallium flux FluxOr; hits give low values | activity change, % (tested at about 1.8 µM) | 340,000 tested, 0.95% active;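 active = maximum activity change below -70%; inconclusive = maximum activity change from -70% to -50%; inactive = maximum activity change above -50%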;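 also: thallium influx rate constant from kinetic fluorescence after stimulation buffer; % is scaled to controls: 0 for no effect and ±100 for the full control effect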
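Thallium flux read-out: FluxOr dye with Red40 quencher in HBSS/HEPES, 45 min at RT. Rate constants from kinetic reads were normalized to positive and negative DMSO controls. Cells: U2OS virally expressing the 3.1 isoform.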
AT treatment = candidate therapy for ataxia-telangiectasia; 320,000 tested, 0.19% active; […] A-T fibroblasts, KAP-1 phosphorylation AlphaLISA; neocarzinostatin DNA damage 30 min before lysis; AID 485349; Potency, µM (doses to about 57.5 µM), for inactives: at the highest dose activation, hits mostly activators; also: potency is read from the fitted curve at half-maximal effect; % of control where 0% means no effect; nearly all actives have a fitted effect of over 45% in size
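ATM-like activity read as KAP-1 phosphorylation via AlphaLISA donor/acceptor antibody pairs after lysis and 6 hr at 25C. Cells were ATM-null patient fibroblasts ([…], hTERT), dosed 60 min, then exposed to the DSB inducer NCS for 30 min.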
Coupling enz = inhibits coupling enzyme system, counter-screen for aldolase hits | coupling enzyme system counterscreen, AmpLite Red fluorescence | activity change, negative = inhibition, % at 58.2 µM, hits read low | 290,000 tested, 0.67% active | AID 2472; in the data active = activity change below about -30%; also: % is scaled to controls: 0 for no effect and ±100 for the full control effect
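Activity here indicates interference with the coupling reaction, not aldolase inhibition. Compounds at 57.5 uM final met coupling enzymes for 10 min at RT; substrate and AmpLite Red detection followed, with a 525/598 nm fluorescence read after 20 min.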
ASM inhibitor = inhibitors of human secretory acid sphingomyelinase; P17405; placental ASM, HMU-PC fluorogenic substrate, 60 min; Potency, µM (series often up to 57.5 µM), inactives show at the highest dose activity change, negative = inhibition, actives largely listed as inhibitors; 340,000 tested, 0.006% active; AID 504937; also: potency is read from the fitted curve at half-maximal effect
Target sequence (P17405 47-631 limits assumed): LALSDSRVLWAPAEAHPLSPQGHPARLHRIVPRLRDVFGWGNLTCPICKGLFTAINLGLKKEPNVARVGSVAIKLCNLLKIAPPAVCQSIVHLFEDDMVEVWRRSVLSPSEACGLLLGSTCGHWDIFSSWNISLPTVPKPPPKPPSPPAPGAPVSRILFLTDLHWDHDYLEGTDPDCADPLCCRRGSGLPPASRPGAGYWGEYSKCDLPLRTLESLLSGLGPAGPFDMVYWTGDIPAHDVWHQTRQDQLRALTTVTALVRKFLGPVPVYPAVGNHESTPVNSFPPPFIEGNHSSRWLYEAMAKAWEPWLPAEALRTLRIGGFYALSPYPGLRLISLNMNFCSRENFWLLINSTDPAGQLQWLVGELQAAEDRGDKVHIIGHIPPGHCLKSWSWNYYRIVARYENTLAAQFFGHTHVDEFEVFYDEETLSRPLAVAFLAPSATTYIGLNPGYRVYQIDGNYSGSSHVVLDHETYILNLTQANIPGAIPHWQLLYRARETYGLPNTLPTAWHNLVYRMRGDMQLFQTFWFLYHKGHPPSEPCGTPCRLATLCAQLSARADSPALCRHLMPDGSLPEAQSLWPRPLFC
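Steps: dispense placental human ASM, pin compound, wait 10 min at room temperature, add HMU-PC0 substrate at 9 uM final, incubate 60 min at 37 °C, add stop solution raising pH to 10, read fluorescence.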
MBNL1 CUG block = blocks human MBNL1 binding to CUG repeat RNA; Q9NR56; TR-FRET MBNL1-His/biotin-(CUG)12 binding, 665/545 ratio; Potency, µM (titrated, usually from 57.5 µM), for inactives: at the highest dose activity change, negative = inhibition, hits mostly inhibitors; 280,000 tested, 0.036% active; AID 2675; active = well fitted inhibition curve with a large enough effect in the signal ratio, with a control signal flat, not every such curve was filed as active; inconclusive = small, poorly fitted or top-dose-only effect, or effect the other way, or a change in a side signal; inactive = no such curve, though single readings can be large or run the other way; the % refers to the signal ratio; also: potency is read from the fitted curve at half-maximal effect; % is scaled to controls: 0 for no effect and ±100 for the full control effect
Target sequence (Q9NR56 whole entry, looked up): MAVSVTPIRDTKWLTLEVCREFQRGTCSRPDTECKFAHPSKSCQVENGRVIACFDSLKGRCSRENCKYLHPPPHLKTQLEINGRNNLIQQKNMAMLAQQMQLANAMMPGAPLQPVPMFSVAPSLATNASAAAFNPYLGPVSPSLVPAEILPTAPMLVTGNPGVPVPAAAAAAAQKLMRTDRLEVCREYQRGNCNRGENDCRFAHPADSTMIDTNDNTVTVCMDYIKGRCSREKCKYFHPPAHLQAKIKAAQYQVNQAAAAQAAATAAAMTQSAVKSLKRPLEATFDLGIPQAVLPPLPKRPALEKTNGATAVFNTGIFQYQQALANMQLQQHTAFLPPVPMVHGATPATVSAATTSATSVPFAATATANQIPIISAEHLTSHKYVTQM
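Compound titration spanned 92 nM–58 uM against the MBNL1-His/biotin-(CUG)12 complex. After 60 min at room temperature with 5 nM streptavidin-XL665 and 0.055 ng/ul terbium anti-His, ratiometric 665/545 nm emission (Ex 340 nm) normalized to controls.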
hERG WT inh = KCNH2 (human, wildtype) channel inhibition | Q12809 | U2OS, BacMam KCNH2, thallium flux FluxOr; hits give low values | activity change, % at 1.84 µM | 340,000 tested, 0.37% active;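 active = maximum activity change below -70%; inconclusive = maximum activity change between -70% and -50%; inactive = maximum activity change above -50%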; also: % is scaled to controls: 0 for no effect and ±100 for the full control effect
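U2OS cells were transduced with wild-type KCNH2 virus (2.03 x 10^8 / mL) for 4 h at room temperature, then cultured overnight at 37 C. Thallium flux was read with FluxOr dye. Rate constants were normalized to DMSO controls.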
a7 integrin act = activates integrin-mediated alleviation for muscular dystrophy | AID 624291 | alpha7betagal myoblasts, beta-gal FDG fluorescence, 48 h | Potency, µM (top dose mostly 38.3 µM), without a hit: at the top dose activation, actives largely listed as activators | 350,000 tested, 0.064% active;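 also: potency is read from the fitted curve at half-maximal effect; 100% = response of the positive control SU9516; nearly all actives have a fitted effect of over 60% in size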
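alpha7betagal+/- myoblasts (passage 13, 250/well) treated 48 h at 37C with compounds at 1:260 dilution of DMSO stock. Lysed, then beta-galactosidase activity read as FDG fluorescence (ex 480/em 540) after 30 min, with pre-read for autofluorescence.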
GALK inh = blocks human galactokinase activity | P51570 | Purified GALK, Kinase-Glo residual ATP luminescence | Potency, µM (titrated, usually from 57.5 µM), without a hit: at the highest dose activity change, negative = inhibition, most hits filed as inhibitors | 270,000 tested, 0.007% active | AID 1868; also: potency is read from the fitted curve at half-maximal effect; % is scaled to controls: 0 for no effect and ±100 for the full control effect
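The enzyme phosphorylates galactose (100 uM) using ATP (35 uM); inhibition is detected as higher residual ATP, quantified by bioluminescence after 1 h reaction at room temperature, pH 8.0.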
CXXC DNA block = blocks binding of human MLL CXXC domain to DNA; Q03164; AID 2662; MLL-CXXC / FITC-HOXA9 DNA fluorescence polarization; 290,000 tested, 0.037% active; Potency, µM (doses to about 115 µM), for inactives: top-dose activity change, negative = inhibition, hits mostly inhibitors; active = well fitted inhibition curve with a large enough effect in the polarisation, with a control signal flat, not every such curve was filed as active; inconclusive = small, poorly fitted or top-dose-only effect, or effect the other way, or a change in a side signal; inactive = no such curve, though single readings can be large or run the other way; the % refers to the polarisation; also: potency is read from the fitted curve at half-maximal effect
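Steps: dispense CXXC domain solution (7 uM) → pin compounds or unlabeled HOX-A9 DNA control → 5 min ambient → add FLSN-HOX-A9 solution (50 nM) → spin → 30 min ambient → fluorescence polarization. Tris pH 7.5/NaCl/DTT/BSA buffer.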
TRPV1 agonist = agonists of human vanilloid receptor 1 (TRPV1); activation, % at 8.33 µM; 320,000 tested, 0.19% active; TRPV1-expressing cells, Fluo-8 calcium influx, agonist mode; Q8NER1; in the data active = activation above about 80%; inconclusive = between about 30% and that limit; also: 0% is about no effect
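TRPV1-expressing cells were cultured overnight at 35.5C and loaded with Fluo-8 calcium dye for 40 to 90 min at room temperature. After a 10 s baseline, compound was added and calcium influx was read kinetically for 3 min (ex 480/em 520 nm).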
Numbers without * were called inactive; ? = inconclusive; / = no result given; [ ] = dose if it differs, or a comment. Unless noted, calls follow the shape of the dose curve; as a rule, active = well fitted curve in the direction sought with a large enough effect; inconclusive = small, poorly fitted or top-dose-only effect, or another doubt; inactive = no such curve, though single readings can be large; an effect the other way counts as inactive or inconclusive.

SMILES | KCNH2 3.1 block | AT treatment | Coupling enz | ASM inhibitor | MBNL1 CUG block | hERG WT inh | a7 integrin act | GALK inh | CXXC DNA block | TRPV1 agonist
CCOC(=O)C1=C(C)N(CCCCCC(=O)O)C(=O)NC1c1ccc(Br)cc1 (configuration not stated) | -1 | -2% | 2 | 10% | -3% | 2 | 6% | / | -30% | 4
CC(=O)Nc1cccc(/C(C)=N/NC(=O)c2ccc(O)cc2)c1 | 0 | 8% | 3 | -3% | 5% | -7 | -19% | 0% | -2% | 1
S=C1NCCOCCOCCOCCOCCNC(=S)NCCOCCOCCOCCOCCN1 | 9 | -5% | 3 | 2% | 0% | -8 | 0% | 1% | -5% | 0
CC(C)C(NC(=O)c1ccc(Br)cc1)C(=O)NC1=NCCS1 (configuration not stated) | -2 | 1% | -3 | 1% | -8% | 8 | -1% | 0% | 4% | 10
CCCC[C@@H]1CNC(=O)C(=O)N1CCCc1cc(OC)c(OC)c(OC)c1 | 3 | -5% | 0 | 3% | -12% | -6 | 24% | 2% | -14% | 2
S=c1[nH]nc(COc2ccccc2)n1/N=C/c1cccs1 | 21 | / | 12 | -2% | 1% | 21 | -9% | -1% | 4% | 21
COc1ccc(C(CNC(=O)Cc2c(F)cccc2Cl)N2CCCCC2)cc1 (configuration not stated) | -2 | 2% | 4 | 0% | -7% | -1 | -11% | 4% | 11% | -2
CCN(C(=O)COC(=O)/C=C/c1ccccc1Cl)c1c(N)n(Cc2ccccc2)c(=O)[nH]c1=O | -6 | 15% | / | / | / | -2 | -33%[inhibitor] | / | / | 1
C/C(=N\NC(=O)CSc1nnc(C)s1)c1ccc(O)cc1 | -18 | -2% | 5 | 4% | 1% | -1 | -12% | 0% | -2% | 3
O=S1(=O)CCN(Cc2ccc(Cl)cc2)CC1 | 14 | -8% | 2 | 4% | -4% | 4 | -11% | -1% | 3% | -1
COc1ccc(C2NC(=O)NC(O)(C(F)(F)F)C2C(=O)c2ccc(F)cc2)cc1 (configuration not stated) | 12 | 5% | 2 | -2% | -4% | 1 | 21% | -1% | 23% | -9
Cc1c(CN2CCc3c([nH]c4ccccc34)C2C2CCCCC2)cnn1C (configuration not stated) | 26 | 13% | -1 | 11% | 4% | 24 | -21% | 0% | 3% | 4
CC(C)Cc1cc(C(=O)N2CCCC(C(=O)c3cc(F)ccc3F)C2)n(C)n1 (configuration not stated) | 3 | 8% | 0 | 0% | -5% | -8 | -12% | 1% | 0% | ?
Cc1ccc(C(=O)N2CCc3ccccc32)cc1 | -1 | 1% | -1 | 3% | -2% | -3 | 21% | -3% | ? | 21
O=C(CCCc1ccccc1)NCCc1ccc(F)cc1 | -17 | 38% | 2 | 4% | -8% | -4 | -13% | -3% | 6% | ?
COc1cc2nc(Nc3ccc(C)c(Cl)c3)nc(N)c2cc1OC | 19 | -2% | 0 | 5% | -7% | 2 | -67%[inhibitor] | -1% | 8% | -4
Cc1ccc(Cl)cc1NC(=O)c1ccccc1OCC(=O)N1CCOCC1 | -21 | 18% | / | 2% | 6% | 0 | 1% | 5% | 13% | 23
O=S(=O)(NCC1CCN(c2ccc(S(=O)(=O)N3CCOCC3)cc2)CC1)c1ccc(F)cc1 | -2 | -4% | 0 | -3% | -2% | -3 | -5% | 9% | 9% | 0
CN(Cc1ccccc1Cl)C(=O)C1CCC(=O)N(CCc2cccc(F)c2)C1 (configuration not stated) | -9 | 9% | / | 1% | -1% | 18 | -11% | -1% | 9% | 4
COc1ccccc1NS(=O)(=O)c1cc(NC(=O)c2ccc(=O)[nH]c2)ccc1N1CCOCC1 | 7 | -3% | -3 | -6% | ? | -11 | 12% | 1% | 6% | 3
CC(CC(=O)NCc1ccc(F)cc1)c1ccccc1 (configuration not stated) | 2 | -2% | -2 | 0% | 1% | 0 | 9% | 4% | -1% | ?
CCCCCCCCCCCCN1C/C(=C\C(=O)OCC)c2cc(C(F)(F)F)ccc2S1(=O)=O | 1 | 4% | -9 | -8% | 4% | 1 | 2% | / | 12% | -4
CN(C)C(CNC(=O)c1ccc(S(=O)(=O)Nc2ccccc2F)cc1)c1ccccc1 (configuration not stated) | 8 | 2% | / | 1% | 0% | 2 | 0% | -7% | 1% | 0
Cc1cc(NC(=O)c2cccnc2Cl)ccc1NC(=O)c1cc2ccccc2o1 | -16 | 2% | 0 | 128% | 14% | -18 | 4% | 5% | 0% | 2
COc1cc(C)c(CN2CCSCC2)cc1C | -17 | -11% | 1 | 2% | -8% | 10 | -16% | -2% | 1% | 0
CC1CCCCN1Cc1ccc(-c2nn[nH]n2)cc1 (configuration not stated) | -17 | -7% | 4 | 3% | -6% | -2 | 8% | 0% | -2% | -3
Cc1ccc(C)c(NC(=O)CN(C)S(=O)(=O)c2ccccc2)c1 | 7 | 2% | 6 | -1% | 0% | -2 | 1% | -1% | 26% | 0
O=c1cc(CSc2nnc(-c3ccco3)o2)c2ccccc2[nH]1 | -5 | -1% | -2 | -2% | -4% | 0 | 4% | 0% | 15% | -4
Cc1cc(Cl)ccc1OCC(=O)Nc1ccccc1N1CCOCC1 | 7 | -4% | 0 | -1% | 10% | 18 | -10% | 3% | 1% | 3
CC1(C)C(=O)OC(C(=O)c2ccccc2)C2(CCCCC2)C1=O (configuration not stated) | -14 | / | 5 | 3% | -14% | 10 | -3% | 2% | 1% | ?
CCOC(=O)c1ccc(CNC(=O)Cn2nnc(-c3ccccc3)n2)o1 | -3 | 2% | 0 | -1% | -3% | -7 | -5% | 0% | 6% | 5
CCC(=O)N1CCc2cc(S(=O)(=O)CCC(=O)NC(C)CC)ccc21 (configuration not stated) | -8 | 0% | 2 | 2% | -3% | 37 | 11% | 0% | 11% | -1
CN(C)CCCNCC(=O)Nc1ccccc1N1CCOCC1 | 3 | -1% | -4 | 0% | -3% | -1 | -16% | 1% | -2% | -1
O=C(C1=C[C@H](c2ccc(Br)cc2)C[C@H](OCCCCO)O1)N1CCOCC1 | / | -6% | -2 | -2% | -3% | / | -24% | -3% | -21% | 9
CCOC(=O)C1CCN(C(=O)C2CCCN(S(=O)(=O)c3ccc(OC)c(Cl)c3)C2)CC1 (configuration not stated) | -4 | -3% | / | 2% | -6% | 7 | 8% | 5% | -7% | 23
CCOC(=O)CCC(=O)Nc1ccc(S(=O)(=O)N2CCCCC2)cc1 | 3 | 0% | 1 | 3% | -9% | -2 | ? | 6% | 0% | 13
CCCSc1nnc2c(n1)OC(c1cccn1C)N(C(C)=O)c1ccccc1-2 (configuration not stated) | 7 | -8% | 4 | -2% | 11% | 4 | 16% | 0% | -3% | 1
CCN(CC)S(=O)(=O)c1ccc(N2CCOCC2)c(NC(=O)c2ccc(F)cc2)c1 | -25 | -5% | 9 | -4% | -2% | 9 | -25% | 3% | -6% | 12

Screening data from PubChem BioAssay.
